MLL CXXC-DNA inh: MLL CXXC-DNA interaction inhibition; 290,000 compounds, 0.037% hits; MLL-CXXC / FITC-HOXA9 DNA fluorescence polarization; AID 2662; Q03164; Potency, µM (top dose mostly 115 µM), for the others: at the highest dose activity change, negative = inhibition, usual class: inhibitors; active = well fitted inhibition curve with a large enough effect in the polarisation, with a control signal flat, not every such curve was filed as active; inconclusive = small, poorly fitted or top-dose-only effect, or effect the other way, or a change in a side signal; inactive = no such curve, though single readings can be large or run the other way; the % refers to the polarisation; also: potency is read from the fitted curve at half-maximal effect
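Fluorescence polarization: 7 uM MLL-CXXC (stock) preincubated 5 min with compounds, then 50 nM fluorescein-HOX-A9 DNA (stock) added; 30 min ambient. Buffer 50 mM Tris-HCl pH 7.5, 50 mM NaCl, 1 mM DTT, 0.05% BSA.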
p53 reactivator: re-activators of mutant p53 | H1299 p53-A138V BP100-luciferase reporter, luminescence, 24 h | Potency, µM (highest dose often 92.2 µM), inactives show at the top dose activity change, positive = activation, hits mostly activators | 320,000 compounds, 0.063% hits | AID 504706; also: potency is read from the fitted curve at half-maximal effect; % of control where 0% means no effect; nearly all actives have a fitted effect of over 45% in size
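H1299 (p53-null), stable ts p53-A138V + BP100-Luc; 1000 cells/well, Opti-MEM/10% FBS; cpd 4 pt, 1:5; 24 h, 37 deg C, 5% CO2; detection reagent 10 min RT; luminescence.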
ELG1 repair inh: ELG1-dependent DNA repair inhibition. HEK293T ELG1-luciferase reporter, luminescence, 16 h; DNA damage induced by 5-fluorouridine. Potency, µM (titrated, usually from 46.1 µM), for the others: at the highest dose activity change, negative = inhibition, actives largely listed as inhibitors. 330,000 compounds, 2.3% hits. AID 504467; also: potency is read from the fitted curve at half-maximal effect; % is scaled to controls: 0 for no effect and ±100 for the full control effect; nearly all actives have a fitted effect of over 55% in size
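Quantitative HTS, concentration-response format. 2,000 cells/well co-treated with 5-fluorouridine and compound, 16 hr in 5% CO2 at 37 °C; ONE-Glo luminescence read after 30 min.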
PTAP TSG101 blk: blocks PTAP/TSG101 interaction to inhibit HIV-1 budding; Fluorescence polarization, FITC-PTAP peptide / Tsg101 binding; Potency, µM (highest dose often 115 µM), for inactives: at the highest dose activity change, negative = inhibition, usual class: inhibitors; 340,000 tested, under 10 active; AID 493005; active = well fitted inhibition curve with a large enough effect in the main read-out, with a control signal flat, not every such curve was filed as active; inconclusive = small, poorly fitted or top-dose-only effect, or effect the other way, or a change in a side signal; inactive = no such curve, though single readings can be large or run the other way; also: potency is read from the fitted curve at half-maximal effect; % of control where 0% means no effect
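Fluorescence anisotropy tracks displacement of a FITC-tagged PTAP peptide (50 nM) from the Tsg101 binding domain (10 uM), following a 20 min room-temperature incubation at pH 7.5.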
TRPV1 agonist: human TRPV1 agonism. activation, % at 8.33 µM. TRPV1-expressing cells, Fluo-8 calcium influx, agonist mode. Q8NER1. 320,000 compounds, 0.19% hits; in the data active = activation above about 80%; inconclusive = between about 30% and that limit; also: 0% is about no effect
Target sequence (Q8NER1 whole entry, looked up): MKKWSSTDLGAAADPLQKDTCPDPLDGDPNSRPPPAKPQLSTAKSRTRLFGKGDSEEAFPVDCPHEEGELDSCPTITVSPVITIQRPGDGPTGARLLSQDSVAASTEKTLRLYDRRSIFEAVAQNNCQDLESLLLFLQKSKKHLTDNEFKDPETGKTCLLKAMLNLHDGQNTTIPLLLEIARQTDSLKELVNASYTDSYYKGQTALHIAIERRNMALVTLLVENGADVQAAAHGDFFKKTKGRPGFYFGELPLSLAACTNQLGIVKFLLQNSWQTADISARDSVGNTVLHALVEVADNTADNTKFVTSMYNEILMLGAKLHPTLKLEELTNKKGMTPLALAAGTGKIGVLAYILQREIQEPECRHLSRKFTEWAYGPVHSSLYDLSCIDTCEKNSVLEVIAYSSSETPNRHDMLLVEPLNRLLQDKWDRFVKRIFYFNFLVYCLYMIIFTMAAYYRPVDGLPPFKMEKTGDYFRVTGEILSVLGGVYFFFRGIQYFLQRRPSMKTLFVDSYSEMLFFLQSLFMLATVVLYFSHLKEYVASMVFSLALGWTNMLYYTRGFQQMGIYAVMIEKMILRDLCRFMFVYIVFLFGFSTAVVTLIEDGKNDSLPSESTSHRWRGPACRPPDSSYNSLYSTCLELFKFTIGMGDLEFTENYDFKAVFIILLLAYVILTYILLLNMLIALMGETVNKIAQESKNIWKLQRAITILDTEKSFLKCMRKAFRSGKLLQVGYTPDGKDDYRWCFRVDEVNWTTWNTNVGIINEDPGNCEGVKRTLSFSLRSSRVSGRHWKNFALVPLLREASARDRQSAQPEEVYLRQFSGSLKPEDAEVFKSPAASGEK
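Cells expressing TRPV1 were dye-loaded with Fluo-8 and read kinetically: 10 s baseline, 3 min after compound (agonist portion), then 2 min after EC20 capsaicin (allosteric enhancer portion). Calcium-bound dye fluorescence at 480/520 nm.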
TCR activator: T cell receptor activation | Potency, µM (titrated, usually from 9.22 µM), without a hit: top-dose activation of IL-2 secretion, usual class: activators | primary human leukocytes, anti-CD3, IL-2 HTRF, 48 h | 330,000 tested, under 10 active; also: % of control where 0% means no effect
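Human primary leukocytes + a-CD3 beads + cpd, 48 hr; IL-2 in supernatant by HTRF (ex 320nm / em 665nm). No co-stimulatory signal supplied.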
BRCA1 expr act: activators of BRCA1 expression; 380,000 compounds, 1.1% hits; MCF7-BRCA1-FFLuc reporter, luminescence, 48 h; response scale: scaled: vehicle 0%, 10 µM genistein 100%; AID 624202; Potency, µM (titrated, usually from 46.1 µM), for the others: at the highest dose activation, usual class: activators; also: potency is read from the fitted curve at half-maximal effect; nearly all actives have a fitted effect of over 80% in size; some results filed as inactive show a strong effect at the top dose
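Quantitative HTS in MCF7 cells stably reporting BRCA1 expression via firefly luciferase. Compound treatment lasts 48 h at 37 °C in phenol-red free MEM. Activation is expressed relative to genistein at 10 microM and DMSO.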
B2AR arrestin: beta2AR (human) beta-arrestin recruitment activity | beta-arrestin recruitment to beta2AR, cell-based reporter | Potency, µM (highest dose often 46.1 µM), for inactives: at the top dose activation, usual class: activators | 330,000 compounds, 0.02% hits;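 also: potency is read from the fitted curve at half-maximal effect; 0% = DMSO controls and full agonism = EC100 isoproterenol or metaproterenol; nearly all actives have a fitted effect of over 65% in size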
A-T KAP1 phos: potential ataxia-telangiectasia treatment; […] A-T fibroblasts, KAP-1 phosphorylation AlphaLISA; neocarzinostatin DNA damage 30 min before lysis; Potency, µM (doses to about 57.5 µM), inactives show at the top dose activation, most hits filed as activators; 320,000 compounds, 0.19% hits; AID 485349; also: potency is read from the fitted curve at half-maximal effect; % of control where 0% means no effect; nearly all actives have a fitted effect of over 45% in size
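ATM-like activity read as KAP-1 phosphorylation via AlphaLISA donor/acceptor antibody pairs after lysis and 6 hr at 25C. Cells were ATM-null patient fibroblasts ([…], hTERT), dosed 60 min, then exposed to the DSB inducer NCS for 30 min.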
a7 integrin act: activators of alpha7 integrin expression for muscular dystrophy. alpha7betagal myoblasts, beta-gal FDG fluorescence, 48 h. Potency, µM (series often up to 38.3 µM), for inactives: at the top dose activation, hits mostly activators. 350,000 compounds, 0.064% hits;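 also: potency is read from the fitted curve at half-maximal effect; 100% = response of the positive control SU9516; nearly all actives have a fitted effect of over 60% in size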
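alpha7betagal+/- myoblasts (passage 13, 250/well) treated 48 h at 37C with compounds at 1:260 dilution of DMSO stock. Lysed, then beta-galactosidase activity read as FDG fluorescence (ex 480/em 540) after 30 min, with pre-read for autofluorescence.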
Starred values were filed as active, the others as inactive; ? = inconclusive; · = not tested or not shown; [ ] = dose if it differs, or a comment. Unless noted, calls follow the shape of the dose curve; as a rule, active = well fitted curve in the direction sought with a large enough effect; inconclusive = small, poorly fitted or top-dose-only effect, or another doubt; inactive = no such curve, though single readings can be large; an effect the other way counts as inactive or inconclusive.

SMILES	MLL CXXC-DNA inh	p53 reactivator	ELG1 repair inh	PTAP TSG101 blk	TRPV1 agonist	TCR activator	BRCA1 expr act	B2AR arrestin	A-T KAP1 phos	a7 integrin act
O=C(COC(=O)CCc1nc2ccccc2n1-c1ccccc1)Nc1cccc(Cl)c1	15%	-5%	-7%	-1%	4	-1%[46.1 µM]	-1%	-0.4%	3%	-7%
CC12CCC(C(=O)NC(c3ccccc3)c3ccccc3)(OC1=O)C2(C)C (stereo not given)	-1%	0%	0%	-9%	14	-4%	-25%	0.2%	·	-4%
CCCOc1ccc(N2C(=O)CC(N(Cc3ccc(OC)cc3)C(=S)Nc3ccccc3)C2=O)cc1 (stereo not given)	8%	?	?	0%	2	-1%[46.1 µM]	-78%	-0.3%	0%	5%
CC(=O)c1oc2ccccc2c1NC(=O)CN1CCCCC1	8%	?	-9%	-1%	8	0%[46.1 µM]	-28%	-0.4%	-1%	-15%
Cc1ccc(S(=O)(=O)N2CCCN(C(=O)c3cc4ccccc4[nH]3)CC2)cc1	-6%	?	26%	-5%	-1	0%	-53%	-0.1%	18%	0%
CC(=O)Nc1ccc(NC(=O)CSc2nncn2C)cc1	-10%	?	2%	0%	0	2%	9%	-0.7%	-4%	8%
CCCCCC/C=N/Nc1nnc(Cc2ccccc2)c(=O)[nH]1	2%	-3%	1%	2%	-1	-2%	-10%	0.2%	-7%	-7%
COc1nc(OC)nc(N2CCC(NC(=O)C(Cc3cccc(OC)c3OC)NC(C)=O)CC2)n1 (stereo not given)	-2%	1%	7%	0%	-1	-6%	-8%	0.4%	-7%	-18%
CCCC(c1nnnn1C(C)(C)C)N1CCN(Cc2ccccc2OC)CC1 (stereo not given)	9%	-4%	6%	-1%	-1	13%	-10%	1.0%	6%	0%
CCOC(=O)CNC(=O)c1ccccc1	11%	10%	-1%	0%	0	3%	4%	0.3%	-1%	?
CC(=O)Nc1ccc(Nc2ncnc(N)c2[N+](=O)[O-])cc1	-4%	0%	-19%	3%	-2	1%	-24%	0.2%	-6%	0%
COc1ccc(C(=O)Nc2ccccc2C(=O)Nc2cccc(C)n2)cc1	-2%	·	22%	-1%	?	2%	58%	-0.6%	4%	19%
O=C(NCc1ccc(F)cc1)c1ccncc1	-5%	4%	8%	-5%	7	-1%	-15%	0.1%	6%	5%
O=C(O)c1cc([N+](=O)[O-])ccc1N1CCC(Cc2ccccc2)CC1	0%	-16%	-6%	0%	-1	1%[46.1 µM]	-6%	-1.2%	-8%	-26%
CC1CCN(C(c2cccs2)c2nnnn2Cc2ccccc2)CC1 (stereo not given)	-5%	3%	-14%	1%	16	3%	-38%	-0.7%	·	-15%
CCOC(=O)N1CCN(C(=O)CSc2nnc3[nH]c(=O)c(C)c(C)n23)CC1	·	3%	12%	-1%	1	-7%	-3%	-1.7%	3%	7%
O=C(COc1ccccc1[N+](=O)[O-])N1CCN(C(=O)c2ccco2)CC1	6%	-5%	1%	0%	2	·	-10%	2.0%	-1%	-20%
NC(=O)SC/C(=N\S(=O)(=O)c1ccccc1)Nc1ccccc1	3%	6%	3%	-5%	-3	-6%	10%	0.2%	-4%	14%
CCN1CCN(c2nc(N)c([N+](=O)[O-])c(Nc3ccc(C)c(C)c3)n2)CC1	-2%	-3%	-13%	-1%	2	-2%[46.1 µM]	-3%	-0.5%	-7%	1%
Cc1ccccc1NC(=O)Cn1nnc2sc3c(c2c1=O)CC(C)(C)OC3	-2%	0%	0%	1%	6	-3%	-17%	0.3%	?	0%
Cc1nc2sccn2c(=O)c1S(=O)(=O)N1CCN(c2cccc(C(F)(F)F)c2)CC1	0%	-10%	-23%	-1%	15	4%	-2%	-1.0%	-3%	24%
c1cc(-c2nnc(-c3ccncc3)o2)ccn1	-10%	9%	8%	-7%	·	-3%	17%	-0.1%	8%	14%
Fc1ccccc1COc1ccccc1/C=N/Nc1nc(N2CCCC2)nc(N2CCCC2)n1	-1%	7%	?	-4%	30	-4%[46.1 µM]	-18%	-0.8%	-2%	-11%
COc1ccc2c(CC(=O)Nc3nnc(C4CC4)s3)coc2c1	11%	16%	3%	-5%	0	-1%	6%	0.1%	-9%	10%
O=C(c1ccc2nccnc2c1)N1CCCC(N2CCN(c3ccc(F)cc3)CC2)C1 (stereo not given)	3%	1%	-18%	-6%	8	-3%	-2%	-1.1%	-7%	-33%

2 entries from above, with values under each structure:
The line under a structure holds: MLL CXXC-DNA inh, p53 reactivator, ELG1 repair inh, PTAP TSG101 blk, TRPV1 agonist, TCR activator, BRCA1 expr act, B2AR arrestin, A-T KAP1 phos, a7 integrin act
- CC(=O)Nc1ccc(Nc2ncnc(N)c2[N+](=O)[O-])cc1
→ -4%, 0%, -19%, 3%, -2, 1%, -24%, 0.2%, -6%, 0%
- COc1ccc(C(=O)Nc2ccccc2C(=O)Nc2cccc(C)n2)cc1
→ -2%, ·, 22%, -1%, ?, 2%, 58%, -0.6%, 4%, 19%

(list continues)
SMILES	MLL CXXC-DNA inh	p53 reactivator	ELG1 repair inh	PTAP TSG101 blk	TRPV1 agonist	TCR activator	BRCA1 expr act	B2AR arrestin	A-T KAP1 phos	a7 integrin act
O=c1c(-c2ccco2)[n+]([O-])c2ccccc2n1OCc1ccccc1F	-3%	2%	-19%	-7%	7	-1%	-56%	0.2%	4%	0%
CCOc1cc(NC(=S)NCCCN2CCOCC2)c(OCC)cc1NC(=O)C1CCCCC1	1%	0%	1%	-4%	0	1%	-5%	-0.8%	-5%	-3%
O=C(c1ccc(F)cc1)C1CCN(C(=O)NC2CCCCC2)CC1	1%	5%	-12%	-5%	?	-7%	-9%	-0.8%	-1%	-33%
CCOC(=O)C1CCN(CC(O)COCc2cccs2)CC1 (stereo not given)	4%	5%	-15%	-3%	3	5%	0%	0.2%	-3%	8%
CC1c2ccccc2N(S(=O)(=O)c2ccccc2)C1C (stereo not given)	·	·	·	-4%	·	-7%	-15%	·	·	11%
Fc1cccc(Nc2ncnc3c2cnn3-c2ccccc2)c1	4%	14%	?	-4%	?	2%	?	-0.3%	-16%	-33%
Cc1ccc(-c2nnnn2-c2ccccc2C(=O)O)cc1	·	·	·	0%	·	5%	2%	·	·	1%
COc1ccc(NC(=O)C2OCCc3ccccc32)c(OC)c1 (stereo not given)	-6%	-5%	-8%	-2%	3	8%	-6%	-0.2%	1%	-7%
CC12CC3CC(C)(C1)CC(C(=O)NNC(=O)c1ccncc1)(C3)C2	11%	-2%	-1%	-1%	2	-2%	-27%	9.7%	5%	?
COc1ccccc1NC(=O)CCN1C(=O)/C(=C/c2cc(OC)c(OC)c(OC)c2)SC1=S	11%	·	?	-2%	-1	-2%	-6%	1.7%	-2%	5%
COc1cc(NC(=O)C2CCCN2S(=O)(=O)c2cccc3cccnc23)cc(OC)c1OC (stereo not given)	3%	-11%	-23%	-1%	1	6%[46.1 µM]	0%	-0.3%	-3%	0%
COc1ccc(OC)c(CN2CCN(CCCc3ccccc3)C(CCO)C2)c1 (stereo not given)	4%	-5%	-13%	-6%	2	-2%	-11%	-0.2%	1%	7%
CC(C)CCN1CCN(Cc2ccc(Oc3ncccn3)cc2)CC1CCO (stereo not given)	-7%	4%	-8%	6%	-3	9%	0%	0.0%	0%	-8%
N#Cc1ccc(S(=O)(=O)NC2CCN(Cc3ccccc3)CC2)cc1	-13%	-3%	-5%	0%	3	0%	0%	0.3%	5%	23%
CCC(=O)Nc1cc(C)c(NC(=O)C23CC4CC(CC(C4)C2)C3)cn1	-5%	-6%	12%	-6%	1	8%[46.1 µM]	0%	2.2%	1%	-22%
CC(=O)N1CCOc2ccc(S(=O)(=O)N3CCCCC3)cc21	4%	3%	1%	-3%	-2	-5%	3%	0.0%	6%	-16%
Cc1ccc(S(=O)(=O)N2CCC(C(=O)Nc3ccc4c(c3)COC4=O)CC2)cc1	-8%	13%	7%	-3%	1	0%	12%	-0.4%	-3%	13%
CCC(NC(=O)c1cc(COc2ccc(F)c(F)c2)on1)c1ccncc1 (stereo not given)	0%	·	24%	-1%	10	-7%	97%	-0.4%	-7%	?
NC1=NC(=O)C2(COC(c3ccccc3Cl)OC2)S1 (stereo not given)	-1%	-2%	1%	-4%	-3	-1%[46.1 µM]	27%	0.4%	1%	-12%
Fc1ccc(-c2onc3ccc(C4OCCO4)cc23)cc1	-4%	3%	-8%	0%	?	-4%	2%	-0.2%	1%	41%
COC(=O)c1cccc(C(=O)Nc2cnc3ccccc3c2)n1	1%	?	?	-3%	0	4%	-37%	-0.5%	-10%	0%
Cc1ccccc1OCC(=O)OC1CCN(C)CC1	-6%	-1%	-1%	-4%	3	1%	-16%	3.2%	2%	22%
N/C(=N\N=C\c1ccc([N+](=O)[O-])cc1)c1nonc1N	3%	9%	?	-4%	7	3%	?	-0.1%	-9%	4%
Cn1c(=O)oc2cc(S(=O)(=O)NC3CCN(Cc4ccccc4)CC3)ccc21	2%	1%	-2%	-2%	3	-4%[46.1 µM]	-16%	-0.4%	0%	-10%

High-throughput results: PubChem BioAssay, National Center for Advancing Translational Sciences (NCATS)
